# ROCK2 inh = inhibitors of human ROCK2 kinase, primary screen, biochemical, high-throughput, luminescence; Rho-associated protein kinase 2 (Homo sapiens), O75116; 60,000 compounds, 0.35% hits; inhibition, % at 6 µM; AID 604, 2007; purified ROCK2, Kinase-Glo ATP depletion luminescence;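 active means inhibition above the screen-wide mean inhibition plus 3 SD, cut at about 18% in these data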;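 further: plate controls were DMSO wells for no effect and Y-27632 control wells after no-enzyme background subtraction for full effect; many of its hits are not listed in these tables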
# Target sequence (O75116 whole entry, looked up): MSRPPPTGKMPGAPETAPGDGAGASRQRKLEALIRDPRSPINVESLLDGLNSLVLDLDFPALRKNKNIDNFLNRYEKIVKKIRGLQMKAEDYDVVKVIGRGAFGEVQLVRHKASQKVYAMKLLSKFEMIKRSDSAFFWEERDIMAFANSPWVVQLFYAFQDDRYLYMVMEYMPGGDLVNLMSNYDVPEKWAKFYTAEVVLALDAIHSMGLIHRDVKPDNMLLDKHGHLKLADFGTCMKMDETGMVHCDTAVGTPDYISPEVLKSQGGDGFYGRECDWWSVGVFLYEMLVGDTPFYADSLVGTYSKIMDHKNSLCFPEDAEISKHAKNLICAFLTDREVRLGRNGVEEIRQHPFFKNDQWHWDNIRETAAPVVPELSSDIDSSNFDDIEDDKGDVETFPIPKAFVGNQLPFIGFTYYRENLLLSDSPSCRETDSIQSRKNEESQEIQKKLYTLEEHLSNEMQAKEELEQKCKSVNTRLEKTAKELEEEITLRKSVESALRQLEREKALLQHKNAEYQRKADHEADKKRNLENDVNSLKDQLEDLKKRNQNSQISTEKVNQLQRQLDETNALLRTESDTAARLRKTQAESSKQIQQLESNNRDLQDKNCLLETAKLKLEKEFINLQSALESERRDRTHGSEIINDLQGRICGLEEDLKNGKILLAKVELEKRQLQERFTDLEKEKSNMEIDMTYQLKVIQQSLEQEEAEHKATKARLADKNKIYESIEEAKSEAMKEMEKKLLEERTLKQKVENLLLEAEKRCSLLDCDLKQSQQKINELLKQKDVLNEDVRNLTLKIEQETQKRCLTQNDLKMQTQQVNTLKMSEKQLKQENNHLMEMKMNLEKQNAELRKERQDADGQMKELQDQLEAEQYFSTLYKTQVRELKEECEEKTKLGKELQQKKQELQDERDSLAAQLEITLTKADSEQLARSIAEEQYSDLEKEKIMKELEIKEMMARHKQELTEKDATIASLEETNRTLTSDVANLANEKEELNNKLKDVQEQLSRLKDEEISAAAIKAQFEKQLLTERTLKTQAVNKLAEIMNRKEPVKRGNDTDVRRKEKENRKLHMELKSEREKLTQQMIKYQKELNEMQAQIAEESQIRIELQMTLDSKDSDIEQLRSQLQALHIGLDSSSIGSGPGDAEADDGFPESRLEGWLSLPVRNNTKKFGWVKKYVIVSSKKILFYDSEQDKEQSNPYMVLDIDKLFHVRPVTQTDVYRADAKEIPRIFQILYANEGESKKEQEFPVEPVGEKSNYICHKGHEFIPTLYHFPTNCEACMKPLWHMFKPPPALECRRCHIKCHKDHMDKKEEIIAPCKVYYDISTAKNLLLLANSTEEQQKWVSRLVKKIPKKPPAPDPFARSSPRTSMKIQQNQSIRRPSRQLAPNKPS
# E coli RNAP = E. coli RNAP inhibitors, biochemical. DNA-directed RNA polymerase subunit beta (Escherichia coli (strain K12)), P0A8V2. E. coli RNA polymerase, fluorescence transcription assay. inhibition, %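 (tested at 10 µM)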. 62,000 compounds, 0.2% hits; in the data active means inhibition above about 20%;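 further: 0% = enzyme without compound and 100% = no enzyme blank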
# CatB block = human cathepsin B inhibitors, primary screen, biochemical, fluorogenic substrate; AID 453, 2006; purified cathepsin B, fluorescence; inhibition, %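 (tested at 10 µM)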; 63,000 compounds, 0.1% hits; in the data active means inhibition above about 21%;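 further: 0% = enzyme with no compound and 100% = no enzyme blank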
# CatS block = inhibitors of human cathepsin S, biochemical, compound mixtures; inhibition, %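 (tested at 5 µM per compound within 10-compound mixtures)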; recombinant cathepsin S, AMC dipeptide fluorescence, pooled mixtures; 62,000 compounds, 0.06% hits; P25774; in the data active means inhibition above about 32%, passing the limit was not always enough; inconclusive means no clear call, values can overlap the other calls;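 further: 0% = enzyme without compound and 100% = blank without enzyme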
# PKA inh = inhibitors of human PKA kinase activity, primary screen, biochemical, ATP-depletion luminescence, Kemptide substrate | cAMP-dependent protein kinase catalytic subunit alpha (Homo sapiens), P17612 | 65,000 compounds, 0.1% hits | inhibition, % at 6 µM | PKA Kemptide phosphorylation, Kinase-Glo ATP luminescence;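 active means inhibition above the screen-wide mean inhibition plus 3 SD, cut at about 21% in these data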; further: many of its hits are not listed in these tables
# CatB mixtures = cathepsin B inhibitors from pooled compounds, primary screen, biochemical, compound mixtures, AMC fluorescence. Purified cathepsin B, AMC dipeptide fluorescence. P07858. 62,000 compounds, 0.06% hits. inhibition, %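 (ten-compound pools at 5 µM per compound and 50 µM total)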. AID 488, 2006; in the data active means inhibition above about 22%, passing the limit was not always enough; inconclusive means no clear call, values can overlap the other calls;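 further: 0% = enzyme without compound and 100% = no enzyme blank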
# JNK3 blocker = JNK3 kinase activity inhibitors, primary screen, biochemical, human, purified enzyme; Mitogen-activated protein kinase 10 (Homo sapiens), P53779; HTS; inhibition, % at 8 µM; 60,000 compounds, 0.61% hits; in the data active means inhibition above about 17%;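 further: 0% = DMSO and 100% = reference inhibitor; many of its hits are not listed in these tables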
# AP complement = alternative complement pathway inhibitors, primary screen, biochemical, ELISA, human serum, orthogonally pooled compounds; 62,000 compounds, 0.08% hits; inhibition, % at 5 µM; LPS-coated ELISA, C3 deposition; tested in compound mixtures; AID 1235, 2008;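 active means inhibition above 30% in each of the two pooled mixtures holding the compound, so the lower value exceeds 30%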;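 further: 0% = serum in Mg-EGTA without compound and 100% = EDTA serum blank; some compounds past the cut are filed as inactive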
#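 Test system: human serum alternative complement pathway, C3 deposition on LPS-coated wells; also added: Plate-bound LPS; doses: 5 µM per compound in ten-compound mixtures; schedule: 1 h at 37 °C; detection: Anti-C3 ELISA, OD 450 nm; evaluation: percent inhibition of C3 deposition onto LPS; repeats: two pool placements per compound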
# RORa activator = activators of orphan receptor RORA, primary screen, cell-based, luminescence | 65,000 compounds, 1.5% hits | activation, % at 10 µM | CHO-K1 Gal4-RORA LBD luciferase reporter; percent increase over mock-subtracted basal signal | Nuclear receptor ROR-alpha (Homo sapiens), P35398;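 active means activation above the mean of all tested compounds plus 3 SD, cut at about 49% in these data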;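 further: 0% = DMSO-treated RORA cells and 100% = added signal equal to DMSO minus mock-transfected cells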
# Starred values were filed as active, the others as inactive; ? = inconclusive; / = not tested or not shown. This is a subset; count on the stated rates, not on these rows.
SMILES,ROCK2 inh,E coli RNAP,CatB block,CatS block,PKA inh,CatB mixtures,JNK3 blocker,AP complement,RORa activator
CCN1CCN(c2ncc(C(=O)Nc3ccccc3C(=O)OC)c3ccccc23)CC1,4.1,6.4,1.6,-0.1,0.4,4.5,5.3,19.4,20.7
CCCOC(=O)C1[C@H]2C(=O)N(C(C)c3ccc(OC)cc3)C[C@]23C=C[C@H]1O3 (stereo not given in full),1.9,2.5,8.6,0.3,8.0,4.9,-2.9,-7.4,0.8
CCn1c(CNc2ccc(F)cc2)nnc1SCC(=O)N1CCCc2ccccc21,1.7,-3.4,1.8,?,10.5,0.4,-1.3,22.4,13.3
O=C(c1ccc(S(=O)(=O)N2CCCCC2)cc1)N1CCN=C1SCc1cccnc1,4.3,1.6,-4.2,-1.9,0.8,0.7,-3.9,14.3,8.6
CCN1CCN(c2nc(SC)nc3sc4c(c23)CC(C)(C)OC4)CC1,/,0.3,7.1,-1.9,5.0,2.6,/,11.4,16.8
O=C(COc1ccccc1F)c1ccc(O)cc1O,5.3,9.8,5.6,-5.1,12.1,1.6,-2.5,9.4,30.1
COc1ccccc1C1NC(=O)NC(C)=C1C(=O)OC1CCCCC1 (stereo not given),-0.2,-2.7,6.0,13.7,-8.9,1.6,6.4,10.9,7.7
CC1CCN(C(=O)CN2C(=O)c3ccccc3S2(=O)=O)CC1,-8.1,-5.0,-5.6,7.9,5.2,-4.8,7.6,-6.7,26.4
Cc1cc(C(F)(F)F)nc(NCc2cccnc2)n1,/,8.3,5.6,14.3,9.5,5.6,/,1.2,10.5
CCOC(=O)C1CCN(C(=O)c2ccc(OCC)c(OCC)c2)CC1,2.2,0.3,3.5,18.6,-3.4,2.1,1.5,0.4,-7.8
c1ccc(-c2nn3nnnc3c3ccccc23)cc1,7.3,1.2,2.3,-13.6,10.7,-3.4,-3.0,8.0,-2.5
Cc1ccc(S(=O)(=O)NCCCOC(=O)Nc2ccncc2)cc1,23.3*,7.9,2.9,9.1,18.5,2.9,-1.1,-8.3,13.3
COc1ccccc1-n1cnnc1SCC(=O)Nc1cc(C(C)(C)C)nn1-c1ccccc1,4.9,3.2,-1.0,-7.1,6.8,-0.2,5.1,4.8,3.1
O=C(CCn1cccc1)Nc1nccs1,-4.6,4.5,6.5,3.7,-5.1,4.2,-1.5,-3.0,-16.1
Cc1cc(C)nc(SCC(=O)N2CCOCC2)n1,1.4,10.8,2.0,2.4,-2.8,4.5,-4.2,-2.5,-12.9
CCOC(=O)c1c(C)c(C(=O)NCc2ccccn2)c(C)n1C,6.0,0.8,2.0,27.1,4.0,-0.1,2.2,8.7,-10.3
NS(=O)(=O)c1cc2c(cc1C(F)(F)F)NCNS2(=O)=O,-4.0,5.4,4.4,-0.5,-8.7,12.4,-0.4,4.4,-3.7
CCOC(=O)N1CCC(Nc2c(N3CCN(c4cc(Cl)ccc4C)CC3)c(=O)c2=O)CC1,0.5,8.3,1.5,13.9,-6.4,5.7,-1.7,1.3,12.9
c1ccc(Cn2nnnc2C(c2ccncc2)N2CCOCC2)cc1 (stereo not given),1.7,-1.9,-3.5,-5.1,6.0,-0.1,1.8,12.2,9.8
COc1ccc(-n2c(Cc3cccn3C)nnc2SCC(=O)NC2CCCC2)cc1,0.3,9.7,6.2,6.8,4.8,1.6,0.1,10.2,-29.1
Cc1ccc(-c2nn(CC(=O)NCCN3CCOCC3)c(=O)c3ccccc23)cc1,2.1,3.1,3.0,-2.5,3.1,4.6,4.7,23.0,1.6
Cn1c(=O)c2c(nc(CN3CCC(C(N)=O)CC3)n2Cc2c(Cl)cccc2Cl)n(C)c1=O,-3.3,/,1.7,17.4,-13.0,4.7,-2.3,-1.7,6.1
O=C(COc1ccc2ccc(=O)oc2c1)Nc1ccc2c(c1)OCCO2,7.7,-5.2,-1.2,-5.2,4.7,1.9,-1.1,19.3,-9.3
CCOC(=O)c1ccc(NC(=O)CSc2nccn2C)cc1,-0.9,6.1,5.8,5.9,3.5,2.2,-1.9,10.0,-1.5
Cc1cc(-n2c(C)cc(C(=O)CSc3nc4ccccc4c(=O)n3Cc3ccco3)c2C)no1,/,8.8,1.3,7.5,9.3,4.2,/,9.5,-3.4
COc1ccc(N2C(=O)C3CCCN3C2c2cccc(C)c2)cc1Cl (stereo not given),1.7,6.8,-1.4,1.1,1.6,4.8,-3.3,8.0,16.0
COc1ccc(OCC(O)Cn2c(Nc3cccc(C)c3)nc3c2c(=O)n(C)c(=O)n3C)cc1 (stereo not given),4.2,-0.5,-0.5,/,0.0,/,-0.9,/,7.2
CN(c1ccccc1C(=O)N1CCc2ccccc2C1)S(C)(=O)=O,9.6,8.5,9.7,14.9,5.0,3.3,-0.3,1.2,8.4
Cn1ccnc1SCC(=O)Nc1cccc(C(F)(F)F)c1,-6.5,0.3,-0.5,-0.6,-7.1,-2.5,-1.9,10.6,-12.6
CS(=O)(=O)NCCOc1ccc(S(=O)(=O)N2CCCc3ccccc32)cc1,-4.2,4.0,3.8,20.1,12.0,6.5,-1.3,-14.5,-17.7

# Profiles from above:
# Listed for CCOC(=O)c1ccc(NC(=O)CSc2nccn2C)cc1 : ROCK2 inh: -0.9; E coli RNAP: 6.1; CatB block: 5.8; CatS block: 5.9; PKA inh: 3.5; CatB mixtures: 2.2; JNK3 blocker: -1.9; AP complement: 10.0; RORa activator: -1.5
# Listed for CCOC(=O)c1c(C)c(C(=O)NCc2ccccn2)c(C)n1C : ROCK2 inh: 6.0; E coli RNAP: 0.8; CatB block: 2.0; CatS block: 27.1; PKA inh: 4.0; CatB mixtures: -0.1; JNK3 blocker: 2.2; AP complement: 8.7; RORa activator: -10.3
# Listed for COc1ccc(N2C(=O)C3CCCN3C2c2cccc(C)c2)cc1Cl (stereo not given) : ROCK2 inh: 1.7; E coli RNAP: 6.8; CatB block: -1.4; CatS block: 1.1; PKA inh: 1.6; CatB mixtures: 4.8; JNK3 blocker: -3.3; AP complement: 8.0; RORa activator: 16.0

# Following part.
SMILES,ROCK2 inh,E coli RNAP,CatB block,CatS block,PKA inh,CatB mixtures,JNK3 blocker,AP complement,RORa activator
O=C(CSC1=NS(=O)(=O)c2ccccc21)Nc1ccccc1,4.1,3.3,0.5,-3.5,-1.9,2.6,-2.8,15.1,4.2
CCOC(=O)c1[nH]c(C)c(C(=O)NCc2ccc(OC)cc2)c1C,3.4,1.4,-3.6,0.3,-0.5,6.8,1.9,18.5,-4.8
CC1CN(Cc2nc3c(c(=O)n(C)c(=O)n3C)n2CCCO)CC(C)O1 (stereo not given),12.4,2.8,-3.9,-0.1,10.4,5.6,12.8,11.5,2.5
O=C(CSc1nnc(-c2ccco2)n1Cc1ccco1)NCc1cccs1,2.6,3.0,-4.6,-4.9,0.8,3.8,4.8,18.7,-0.8
COCCn1c(SCC(=O)NCc2ccc3c(c2)OCO3)nnc1-c1c[nH]c2ccccc12,4.2,0.7,0.2,-5.2,3.0,2.2,-1.1,9.1,2.3
N#CC1=C(N)Oc2ccccc2C12C(=O)Nc1n[nH]c(-c3ccccc3)c12 (stereo not given),-0.4,13.6,-0.2,-1.9,-0.9,1.9,-6.4,0.7,5.8
C=CCn1c(SCc2ccccc2C#N)nnc1-c1cc(Br)ccc1O,7.9,4.5,0.7,-5.5,10.3,0.2,0.7,7.4,-0.2
NC(=O)c1ccsc1NC(=O)CN1C(=O)C2CC=CCC2C1=O (stereo not given),4.9,1.5,5.4,19.7,-1.6,-0.2,5.5,4.0,-0.4
COc1cccc(C(=O)Nc2c(C)n[nH]c2C)c1,2.7,-14.4,-2.8,0.0,7.9,3.5,7.3,-11.6,-6.8
Cc1ccc(C2(C(F)(F)F)NC(=O)N3CCN=C3S2)cc1 (stereo not given),4.4,6.1,0.6,-8.3,7.0,-3.7,-5.6,0.0,-0.7
Cc1ccc(/C(O)=C2/C(=O)C(=O)N(CCCn3ccnc3)C2c2cccnc2)cc1 (stereo not given),/,1.7,-0.1,-1.1,/,4.3,/,17.7,/
COc1ccc(S(=O)(=O)NCCC(=O)NCc2ccccc2)cc1,3.1,9.2,4.6,6.9,1.7,3.3,-1.8,-0.2,-19.9
O=C(CN(Cc1ccco1)C(=O)Cn1nnc(-c2cccs2)n1)NCc1ccccc1,-1.3,7.5,5.3,-1.7,-0.2,11.7,3.2,7.9,4.2
COc1ccc(-n2nnc3c(=O)n(CC(=O)NCC4CCCO4)cnc32)cc1 (stereo not given),0.0,3.1,-3.0,13.6,1.4,3.5,-2.7,5.6,7.5
COc1ccc(NC(=O)C(C)NS(=O)(=O)c2ccc(NC(C)=O)cc2)cc1Cl (stereo not given),1.3,8.1,0.7,35.8,-2.5,6.5,2.1,-1.1,-0.1
COC(=O)Cc1c[nH]c2ccc(OCC(O)CNC(C)C)cc12 (stereo not given),-11.0,0.5,-3.1,-3.7,-7.4,3.0,-4.7,5.2,23.3
O=C(NCCc1csc(-c2cccnc2)n1)c1ccco1,-0.8,-2.4,0.4,-5.0,-7.6,-1.5,-3.3,-5.7,-7.3
Cc1ccc(-n2c(SCC(=O)NCC3CCCO3)nnc2-c2ccoc2C)cc1 (stereo not given),10.9,8.8,5.3,0.7,2.7,5.6,-5.9,7.2,-11.8
COc1ccc2[nH]cc(C(=O)CN3CCCCC3C)c2c1 (stereo not given),13.6,3.3,-2.4,-4.2,2.5,3.9,-7.2,10.5,-11.0
CC(=O)Nc1ccc(OCC(O)CN2CCN(c3ccc(C)c(Cl)c3)CC2)cc1 (stereo not given),-2.0,-7.4,-3.8,-1.2,-6.1,-3.7,-7.0,21.2,-3.9
COc1ccc(-c2ccc(-c3noc(-c4ccccc4C)n3)c(OC)n2)cc1,-8.0,5.2,2.8,21.3,-11.1,4.8,7.8,-3.1,17.9
CCOC(=O)N1CCN(C(=O)C2CCCN(c3ncnc4c3sc3cccc(F)c34)C2)CC1 (stereo not given),1.8,9.1,-3.6,7.5,5.5,5.9,0.0,17.9,-17.4
O=P(c1ccccc1)(c1ccccc1)C(c1ccco1)N1CCOCC1 (stereo not given),2.2,3.4,2.6,9.2,-1.7,-0.3,4.2,2.7,10.4
CCN1C(=O)c2ccc(C(=O)Nc3nccs3)cc2C1=O,9.5,10.9,1.8,3.2,9.0,1.3,7.9,5.1,12.8
COCCn1c(=NC(=O)c2ccc3c(c2)OCO3)c(C#N)cc2c(=O)n3cccc(C)c3nc21,-0.9,-1.0,4.2,6.3,-7.5,4.4,6.8,7.9,2.0
CCOc1cc(C(=O)Nc2c3c(nn2C(C)(C)C)CS(=O)C3)cc(OCC)c1OCC (stereo not given),0.4,2.2,1.9,-7.2,-0.3,3.6,-1.7,4.3,17.6
COC(=O)c1sccc1NC(=O)c1cc2c(s1)CCCC2,6.5,3.7,-0.5,26.2,10.5,-1.2,4.0,-15.3,20.8
CC(c1ccccc1)N1C(=O)CC(Sc2ncccc2C(=O)O)C1=O (stereo not given),-1.4,1.2,6.1,27.3,3.8,6.5,-3.9,12.1,-7.2
COc1ccc(C(C)=O)c(OC(=O)c2ccc(OC)c(OC)c2)c1,8.0,4.0,0.8,-14.4,8.7,2.6,4.7,8.3,-18.5

# Screening results from PubChem.
